# Source: PubChem BioAssay
# E-sel inducer – E-selectin induction in HUVECs, primary screen, imaging, HUVEC, immunofluorescence imaging, single point. P16581. normalized: neutral wells 0, TNF-alpha wells 100. activation, % at 7.58 µM. hit rate 0.37% among 260,000;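 active = mean E-selectin-positive cell signal at least 10% of the positive control, reached in at least 60% of replicates, without over 20% cell loss; inconclusive = no rule given, readout overlaps actives, possibly toxicity-flagged; inactive = the rest, including those meeting only one limit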;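 note: in these data hits start at about 27%; measured in HUVEC primary endothelial cells; signal is the percent of cells scored E-selectin positive by PE staining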
# Target sequence (P16581 whole entry, looked up): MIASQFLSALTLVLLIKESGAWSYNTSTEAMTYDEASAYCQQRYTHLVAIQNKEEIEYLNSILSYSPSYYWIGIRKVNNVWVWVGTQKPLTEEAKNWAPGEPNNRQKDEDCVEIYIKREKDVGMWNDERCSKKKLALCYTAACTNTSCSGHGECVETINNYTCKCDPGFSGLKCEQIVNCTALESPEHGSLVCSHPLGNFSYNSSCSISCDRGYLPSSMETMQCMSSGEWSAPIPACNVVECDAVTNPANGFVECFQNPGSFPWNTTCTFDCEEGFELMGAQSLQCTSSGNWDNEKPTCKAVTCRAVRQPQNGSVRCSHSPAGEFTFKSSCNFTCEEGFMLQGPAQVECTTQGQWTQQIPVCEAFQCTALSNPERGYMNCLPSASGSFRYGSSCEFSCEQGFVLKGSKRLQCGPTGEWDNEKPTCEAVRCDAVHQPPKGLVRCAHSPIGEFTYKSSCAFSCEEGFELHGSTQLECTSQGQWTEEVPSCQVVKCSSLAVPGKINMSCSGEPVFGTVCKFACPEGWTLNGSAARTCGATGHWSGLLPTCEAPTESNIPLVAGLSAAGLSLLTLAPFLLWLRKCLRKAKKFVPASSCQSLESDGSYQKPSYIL
#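 Assay system: HUVEC primary endothelial cells. Input: 3,000 HUVEC seeded per well. Doses: one compound dose added by pin transfer. Read-out basis: % PE-positive cells. Benchmarks: TNF-alpha high, DMSO low. Detection: immunofluorescence imaging. Buffer or medium: EGM-2, gelatin.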
# RAD54 inh – inhibitors of human RAD54 branch migration, primary screen, biochemical, fluorescence, single point; hit rate 0.14% among 360,000; RAD54 Holliday junction branch migration, FAM/BHQ fluorescence; DNA repair and recombination protein RAD54-like (Homo sapiens), Q92698; inhibition, % at 10.4 µM;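 active = mean normalized replicate activity at least 40 and at least half of replicates scoring 40 or more; inconclusive = only one of the two criteria met; inactive = mean below 40 and under half of replicates reaching 40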;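 note: 0% = median of neutral control wells and 100% = median of positive control wells; inhibitors cause a drop in the FAM fluorescence signal; in these data hits start at about 50%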
# RAD52 inh – RAD52 DNA annealing inhibitors, primary screen, biochemical, FRET, single point, set 2 | recombinant RAD52 DNA annealing, FRET fluorescence | inhibition, % at 18.7 µM | AID 651710, 2012 | hit rate 0.46% among 360,000;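 active = every replicate showing at least 50% inhibition; inconclusive = mean inhibition at least 50% but not in every replicate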
# Target sequence (P43351 whole entry, looked up): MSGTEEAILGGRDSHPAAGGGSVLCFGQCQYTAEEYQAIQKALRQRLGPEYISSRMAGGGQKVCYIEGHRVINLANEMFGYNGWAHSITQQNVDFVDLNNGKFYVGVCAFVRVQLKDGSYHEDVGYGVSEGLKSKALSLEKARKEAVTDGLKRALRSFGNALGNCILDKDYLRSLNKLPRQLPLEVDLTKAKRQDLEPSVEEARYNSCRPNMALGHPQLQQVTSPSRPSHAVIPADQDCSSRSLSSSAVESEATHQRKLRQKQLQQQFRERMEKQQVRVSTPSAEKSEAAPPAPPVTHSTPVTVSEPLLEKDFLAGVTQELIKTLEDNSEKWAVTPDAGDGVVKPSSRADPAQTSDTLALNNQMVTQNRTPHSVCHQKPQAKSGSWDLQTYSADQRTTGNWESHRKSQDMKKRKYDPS
# miR-122 sensor – miR-122 Renilla sensor signal increase in Huh7, primary screen, miR-122 inhibitor project, cell-based, single point, plate reader | activation (reporter increase), % at 12.5 µM | hit rate 0.3% among 340,000 | Huh7 miR-122 Renilla luciferase sensor, 48 h; neutral wells = 0, positive control = 100;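 active = mean replicate activation score at least 90 and every replicate individually at or above 90; inconclusive = only one of the two criteria met; inactive = neither criterion met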;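 note: higher luciferase means less miR-122 activity so hits act as miR-122 inhibitors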
# ERAP1 HTS inh – human ERAP1 aminopeptidase inhibitors, primary screen, biochemical, single point, plate reader. inhibition, % at 10.7 µM. recombinant ERAP1, Leu-AMC fluorescence, 60 min. Endoplasmic reticulum aminopeptidase 1 (Homo sapiens), Q9NZ08. hit rate 0.15% among 340,000;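 active = mean replicate inhibition of at least 30%, or all replicates individually reaching that 30% level; inactive = mean below 30% and not every replicate reaching it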;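 note: 0% = neutral control wells and 100% = L-leucinethiol positive control wells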
# PGC1a acetyl inh – inhibitors of PGC1a acetylation signal, primary screen, cell-based, U2OS, AlphaScreen, inhibitor mode. inhibition, % at 15.6 µM. hit rate 0.17% among 350,000. AlphaScreen anti-acetyl-lysine; with virally co-expressed GCN5 acetyltransferase;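 active = every replicate shows inhibition of at least 40%; inconclusive = mean inhibition at least 40% but some replicate below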;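 note: 0% = neutral control wells and 100% = positive control wells; some results beyond the cut were filed as inactive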
# PglD inh – C. jejuni PglD acetyltransferase inhibitors, primary screen, biochemical, DTNB colorimetric, single point; UDP-N-acetylbacillosamine N-acetyltransferase PglD (Campylobacter jejuni); hit rate 0.098% among 360,000; purified PglD enzyme, DTNB colorimetric CoA detection; inhibition, % at 12.5 µM; AID 602405, 2012; in the data active = inhibition above about 16%, passing the limit was not always enough; inconclusive = no clear call, values can overlap the other calls; note: strong numbers were not always called active
# Cneo AK release – Cryptococcus neoformans cell lysis inducers, primary screen, AK release luminescence, single concentration | lysis activity, % at 15 µM | hit rate 0.2% among 360,000 | C. neoformans lysis, adenylate kinase release luminescence, 4 h; normalised: neutral wells 0, clomiphene wells 100;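 active = mean lysis activity across replicates of at least 80%, whatever share of replicates individually reach that level; inactive = mean lysis activity below 80%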
#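 Schedule: static 4 h at 37 °C with compound, 1 h detection; system: C. neoformans cells; benchmarks: Clomiphene as positive control; buffer or medium: fresh YPD medium; measure: luminescence rise reflecting yeast cell lysis; measured by: luminescent adenylate kinase detection reagent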
# * = called active by the depositor; ? = inconclusive; / = no result given; & = joins results of further samples; [ ] = remark or other dose.
SMILES,E-sel inducer,RAD54 inh,RAD52 inh,miR-122 sensor,ERAP1 HTS inh,PGC1a acetyl inh,PglD inh,Cneo AK release
COc1ccc(S(=O)(=O)N2CCC(NC(=O)c3cccc(F)c3)CC2)cc1,/,-9,3,/,-1,/,-7,2
Cc1ccc2nc(N=C(N)N)nc(C)c2c1,/,?,51*,/,2,8,-2,-3
CC[N+](C)(CC)CC(O)COCC1COc2ccccc2O1 (stereo not given),1.8,-5,/,-12,/,/,-2,1
COc1ccc(Br)c(C(=O)OCC(=O)N2CCc3ccccc32)c1,/,-4,-24,2,2,4,0,-4
O=C(NCc1nnc2c(C(F)(F)F)cc(Cl)cn12)C1CCCC1,-0.2,-14,-10,-8,0,2,2,-1
O=C(N1CCC(n2nc(-c3ccccc3)oc2=O)CC1)C1(c2ccccc2)CC1,/,4,/,-4,/,4,-4,-3
C[C@@H]1CN([C@H](C)CO)S(=O)(=O)c2ccc(C#C[C@@H](C)O)cc2O[C@H]1CN(C)C(=O)c1ccncc1,-0.1,-1,-12,1[16.7 µM],3,14,12,4
CN1C(=O)c2cc(NC(=O)c3cc(F)cc(F)c3)ccc2OC[C@H]2O[C@H](CC(=O)O)CC[C@H]21,0.1,3,-14,2[16.7 µM],-2,0,-3,-1
Cc1cccc(C)c1OCC(=O)N/N=C/c1ccncc1,/,/,-8,-2,-1,-3,/,/
CN(CC(=O)Nc1ccccc1Cl)C(=O)COC(=O)Cc1ccc(F)cc1,0.3,-15,-1,4,1,4,6,1
CN(C)N1C(N)=C(C#N)C(c2cccc([N+](=O)[O-])c2)C2=C1CC(C)(C)CC2=O (stereo not given),/,2,1,-4,-2,1,0,-1
Cc1cc2[nH]c(=O)c3ccccc3n2n1,/,-2,/,-4,/,4,-4,1
O=C(CSCc1ccc(Cl)cc1)Nc1ccc2c(c1)OCO2,/,-2,/,1,/,0,3,-4
CCC(C)(C)NC(=O)CN(Cc1ccc(OC)cc1)C(=O)CCC(=O)Nc1nccs1,/,-13,5,2,-5,-9,-1,0
CCOc1ccc(NC(=O)CCn2nc(C)c(S(=O)(=O)N3CCCCC3)c2C)cc1,/,8,-2,0,-3,-2,7,0
Cc1c(C2N3CC4(C)CN2CC(C)(C3)C4=O)c2ccccc2n1C (stereo not given),/,-4,/,-8,/,10,2,3
Cc1n[nH]c(C)c1S(=O)(=O)N1CCN(S(=O)(=O)c2cccc(F)c2)CC1,/,-5,-5,3,1,/,-4,2
COc1ccc2c(c1)[nH]c1c(=O)n(Cc3ccco3)cnc12,/,3,/,4,/,-9,-7,2
C/C(N)=C(/C#N)C(=O)CSc1nc2ccccc2c(=O)n1Cc1ccc(C)cc1,/,/,-14,2,-2,7,/,/
CC(C)c1ccc(/C=N/n2nnnc2Nc2ccccc2)cc1,/,1,/,-2,/,?,1,0
Cc1c(C(=O)OCC(C)C)[nH]c2c1C(=O)CC(c1ccco1)C2 (stereo not given),/,3,-24,53,-2,/,1,-2
COc1ccccc1CNC(=O)c1ccccc1SCC(=O)NCc1ccco1,0.1,2,-3,0,3,-4,-1,2
CCC(c1nnc(SCC(=O)Nc2ccc(S(N)(=O)=O)cc2)n1Cc1ccccc1)N(C)C (stereo not given),/,-10,-8,2,-1,3,6,3
Cc1ccccc1-n1nc2c(c1NC(=O)C(C)(C)C)CS(=O)(=O)C2,-0.1,-4,-4,-6,16,-6,0,-1
CCN(CC)CCOC(=O)C1(c2ccccc2)CCOCC1,/,8,/,0,/,-3,-5,-2
Cc1nnc(NC(=O)C(C)Sc2nncn2C)s1 (stereo not given),-1.6,3,-3,-3,2,-8,4,2
Cn1c(SCc2nc(-c3ccc(Cl)cc3)no2)nnc1-c1ccco1,-1.4,-2,-17,0,3,4,-6,1
CCCN(CCO)Cc1cccc(Br)c1,/,-14,/,-1,/,-5,1,6
C[C@H](CO)N1C[C@H](C)[C@H](CN(C)C(=O)c2ccncc2)OCCCC[C@H](C)Oc2ccc(NC(=O)CCC(F)(F)F)cc2C1=O,0.0,1,/,1[16.7 µM],/,5,-4,0
O=c1ccc2cc(S(=O)(=O)N3CCN(c4cc(Cl)ccc4Cl)CC3)ccc2o1,/,4,/,8,/,0,0,-1
CCOc1ccc(OCC)c(NC(=O)Cn2cccc2)c1,/,/,-7,8,2,-8,/,/
O=C(C[C@@H]1C[C@H]2c3cc(NC(=O)C4CCOCC4)ccc3O[C@H]2[C@H](CO)O1)NCc1ccc(Cl)cc1,-0.3,5,12,-3[16.7 µM],0,-8,0,2
Cn1c(-c2ccc(F)cc2)cnc1SCC(=O)N1CCCc2ccccc21,/,8,-7,-3,-3,2,-114,-1
Cc1ccc(S(=O)(=O)N[C@H]2CC[C@@H](CCNC(=O)c3ccccc3F)O[C@@H]2CO)cc1,0.6,6,7,-7[16.7 µM],0,-9,-5,32
Cc1ccc(-n2ncc(-c3n[nH]c(=S)o3)c2N)cc1C,-0.2,4,4,-2,16,/,6,-2
CCNc1nc(NCC)nc(N(C)N)n1,/,-11,/,-4,/,1,-2,-3

# A stretch of the results above:
SMILES,E-sel inducer,RAD54 inh,RAD52 inh,miR-122 sensor,ERAP1 HTS inh,PGC1a acetyl inh,PglD inh,Cneo AK release
Cn1c(-c2ccc(F)cc2)cnc1SCC(=O)N1CCCc2ccccc21,/,8,-7,-3,-3,2,-114,-1
Cc1ccc(S(=O)(=O)N[C@H]2CC[C@@H](CCNC(=O)c3ccccc3F)O[C@@H]2CO)cc1,0.6,6,7,-7[16.7 µM],0,-9,-5,32
Cc1ccc(-n2ncc(-c3n[nH]c(=S)o3)c2N)cc1C,-0.2,4,4,-2,16,/,6,-2
CCNc1nc(NCC)nc(N(C)N)n1,/,-11,/,-4,/,1,-2,-3

# Further records follow.
SMILES,E-sel inducer,RAD54 inh,RAD52 inh,miR-122 sensor,ERAP1 HTS inh,PGC1a acetyl inh,PglD inh,Cneo AK release
COc1ccc(SCCCn2c(=O)c3c(ncn3C)n(C)c2=O)cc1,/,5,4,-2,-1,1,-6,-2
O=C(N[C@@H]1CC[C@@H](CCn2cc(-c3cccnc3)nn2)O[C@@H]1CO)c1ccccc1F,-0.1,-2,2,-21[16.7 µM],-1,-5,-1,22
CN(CCc1ccccc1)C1CCCN(C(=O)Cn2cccn2)C1 (stereo not given),/,-11,-8,-4,-5,-11,-6,2
Cc1noc(C)c1NC(=O)N(C)C[C@H]1OCCCC[C@@H](C)Oc2ccc(NS(=O)(=O)c3cccs3)cc2C(=O)N([C@H](C)CO)C[C@@H]1C,0.3,-3,-17,3[16.7 µM],1,8,0,0
CO[C@@H](CN(C)Cc1cc(F)ccc1F)[C@H](C)CN(C(=O)Nc1ccc(F)cc1)[C@@H](C)CO,0.0,3,3,/,1,-4,-1,-3
C/C(N)=C(/C#N)C(=O)CSc1n[nH]c(-c2ccccc2Br)n1,-0.2,-3&-11,-16,-4&-4,1,-13&3,2&-17,-1&-3
N#CCSc1nnc(COc2cccc3ccccc23)n1-c1cccc(Cl)c1,/,-15,/,2,/,-10,3,7
NC(=O)COC(=O)c1ccc(-c2ccccc2)cc1,/,11,6,/,0,10,-1,-3
CCOC(=O)C1=C(c2ccccc2)OC(N)=C(C#N)C1c1ccc(Cl)s1 (stereo not given),/,-5,/,-7,/,/,-5,-11
CCn1ncc(CN2CCN(Cc3ccc(OC)c(C)c3C)C(CCO)C2)c1C (stereo not given),3.2,-4,-17,10,-6,8,-2,0
COc1ccc(-c2csc(N(CCCN(C)C)C(=O)c3cccs3)n2)cc1,/,14,/,-1,/,?,-2,3
CCN1CCN(C(=O)c2ccccc2N(Cc2ccccc2)S(=O)(=O)c2ccc(OC)cc2)CC1,0.0,-2,-4,-6,-5,6,4,1
COc1ccc(S(=O)(=O)Nc2ccc3c(c2)C(=O)N([C@H](C)CO)C[C@H](C)[C@@H](CN(C)Cc2ccc4c(c2)OCO4)OCCCC[C@H](C)O3)cc1,-0.1,5,7,2[16.7 µM],-4,4,5,0
Cc1nn(C(=O)c2cc3sccc3[nH]2)c(C)c1C,/,-23,-16,12,0,-9,3,-1
COCC#Cc1ccc([C@H]2[C@@H](CO)N3CCCCN(C(=O)NC4CCCC4)C[C@@H]23)cc1,-0.3,0,-21,4[16.7 µM],0,7,-2,62
CN(Cc1ccccc1)C(=O)Cn1nnc(-c2ccccc2)c1COc1ccc2ccccc2c1,-0.2,-4,0,-4,13,-4,-1,-1
CCOC(=O)c1cc(=O)nc(N)s1,-0.2,0,3,-7,0,5,7,-1
CN(C)c1ccc(C(C(=O)NC2CCCC2)N(C(=O)c2ccco2)C2CC2)cc1 (stereo not given),0.1,-6,-11,0,-5,-1,-3,-3
O=C(NCCN1CCCC1)[C@H]1[C@H](CO)[C@H]2Cn3c(cccc3=O)[C@H]2N1C(=O)c1ccccc1,-0.1,-1,-20,-3[16.7 µM],-3,5,1,1
Cc1ccc(-c2[nH]ncc2C(=O)c2ccccc2C)c(O)c1,0.1,-1,-19,/,1,/,-3,-25
COc1cc(-c2cc3nc(NCCc4ccc(S(N)(=O)=O)cc4)ccn3n2)cc(OC)c1OC,0.0,8,-62,/,-2,/,-3,6
Nc1cc(-c2ccc(Br)cc2)nn1S(=O)(=O)c1ccccc1,-0.2,0,-9,12,2,-9,0,2
COc1ccc2oc(C(=O)OCC(=O)NC(C)c3ccccc3)c(C)c2c1 (stereo not given),0.1,4,-13,/,0,/,0,0
CC(=O)N[C@@H]1CC[C@H](CCNC(=O)C2CCC2)O[C@@H]1CO,-0.1,7,6,/,8,2,0,1

# Five of these compounds, set out differently:
# Values run as follows: E-sel inducer, RAD54 inh, RAD52 inh, miR-122 sensor, ERAP1 HTS inh, PGC1a acetyl inh, PglD inh, Cneo AK release
> Cc1nn(C(=O)c2cc3sccc3[nH]2)c(C)c1C
    /, -23, -16, 12, 0, -9, 3, -1
> COCC#Cc1ccc([C@H]2[C@@H](CO)N3CCCCN(C(=O)NC4CCCC4)C[C@@H]23)cc1
    -0.3, 0, -21, 4[16.7 µM], 0, 7, -2, 62
> CN(Cc1ccccc1)C(=O)Cn1nnc(-c2ccccc2)c1COc1ccc2ccccc2c1
    -0.2, -4, 0, -4, 13, -4, -1, -1
> CCOC(=O)c1cc(=O)nc(N)s1
    -0.2, 0, 3, -7, 0, 5, 7, -1
> CN(C)c1ccc(C(C(=O)NC2CCCC2)N(C(=O)c2ccco2)C2CC2)cc1 (stereo not given)
    0.1, -6, -11, 0, -5, -1, -3, -3
